# Screening data: PubChem BioAssay, several laboratories
# IDE inh – human IDE inhibitors in live cells, primary screen, fluorescence polarization, HEK cells, FAbetaB substrate | hit rate 0.41% among 320,000 | FAbetaB cleavage | inhibition, % at 5.59 µM | Insulin-degrading enzyme (Homo sapiens), P14735;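 active means percent inhibition above the average of all tested compounds plus 3 SD, set per screening campaign, cut at about 16% in these data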;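 further: IDE supplied by intact live HEK cells; FP after avidin binding of uncleaved biotin substrate so inhibition keeps polarization high; 0% = DMSO wells and 100% = 60 µM reference IDE inhibitor Ii1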
# HCV NS3 hel inh – inhibitors of HCV NS3 helicase, primary screen, biochemical, Cy5 molecular beacon fluorescence. Hepatitis C virus NS3 helicase. NS3 helicase DNA unwinding. inhibition, % at 10.9 µM. hit rate 0.56% among 290,000. AID 1800, 2009;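 active means inhibition above the mean of all tested compounds plus 3 SD, set per campaign, cut at about 35% in these data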;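 further: 0% = DMSO wells and 100% = thioflavine S control wells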
#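 Measured by: Cy5 fluorescence, 0 and 60 min reads / Assay system: NS3 helicase fragment of HCV / Control set: low DMSO, high thioflavine S at 110 µM / Times: 1 h reaction at 25 °C, ATP-initiated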
# IDE act – human IDE activators in live cells, primary screen, fluorescence polarization, HEK cells, FAbeta-B substrate | FAbeta-B cleavage; 0% vehicle, 100% cell-free pure enzyme wells | activation, % at 5.96 µM | Insulin-degrading enzyme (Homo sapiens), P14735 | hit rate 0.073% among 340,000 | AID 493087, 2011;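 active means activation above the mean of all tested compounds plus 3 SD, set per screening campaign, cut at about 17% in these data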
# CRFBP-R2 block – antagonists of CRF-BP/CRF-R2 complex, primary screen, cell-based, HEK293, calcium dye fluorescence, uHTS; CRF-induced calcium fluorescence; inhibition, % at 11.8 µM; hit rate 0.59% among 350,000;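 active means inhibition of the ligand-induced calcium signal above about 50% at the single tested concentration, limit read from the data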
# VIM-2 inhibitor – VIM-2 metallo-beta-lactamase inhibitors, primary screen, biochemical, epi-absorbance readout, Pseudomonas aeruginosa enzyme; purified VIM-2, nitrocefin hydrolysis, epi-absorbance fluorescence; inhibition, % at 5.6 µM; hit rate 0.89% among 290,000; AID 1527, 2009;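 active means inhibition above the mean of all tested compounds plus 3 SD, cutoff set per screening run, cut at about 7.5% in these data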;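 further: red hydrolysis product quenches plate fluorescence so inhibitors raise well fluorescence; 0% = enzyme with DMSO and 100% = DMSO without enzyme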
# p-CIP stab down – p/CIP-EGFP fusion destabilizers, primary screen, fluorescence, F442A cells; 16 h; Q05BA5; AID 1984, 2009; decrease of EGFP signal, % at 10 µM; hit rate 0.01% among 290,000;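 active means EGFP signal decrease of at least 30% at 10 µM or well 3 SD below plate mean, unless failing retest; inactive means the rest, including hits failing retest or dose response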; further: some compounds called inactive have numbers as strong as hits; many of its hits are not listed in these tables
# IMP-1 inhibitor – IMP-1 metallo-beta-lactamase inhibitors, primary screen, biochemical, epi-absorbance readout, Pseudomonas aeruginosa enzyme; purified IMP-1, nitrocefin hydrolysis, epi-absorbance fluorescence; inhibition, % at 5.6 µM; hit rate 0.45% among 290,000; AID 1556, 2009;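 active means inhibition above the mean plus 3 SD of all compounds in the same screening run, cut at about 4.5% in these data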;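 further: 0% = IMP-1 with DMSO and 100% = DMSO wells lacking enzyme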
#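 assay system = purified recombinant IMP-1 metallo-beta-lactamase enzyme | schedule = 15 min preincubation plus 25 min reaction at 25 °C | signal = Epi-absorbance fluorescence, 480 nm excitation, 530 nm emission | read-out basis = percent inhibition from optical density relative to buffer-blank wells | controls = IMP-1 with DMSO as 0%, enzyme-free DMSO as 100%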
# GalR3 antag – GalR3 antagonists in HEK293 cells, primary screen, cell-based, fluorescence readout. Galanin receptor type 3 (Homo sapiens), O60755. HEK293 GalR3-CNG cAMP membrane potential fluorescence; galR3 body fused to GalR1 C-terminus. inhibition, % at 3 µM. hit rate 0.44% among 360,000. AID 651719, 2012;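 active means inhibition above the screen-wide average plus 3 SD, cut at about 13% in these data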;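 further: forskolin and galanin both at EC90 stimulate the cells; cAMP rise reported by CNG channel membrane potential dye signal; 0% = forskolin plus galanin with DMSO and 100% = forskolin alone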
# Target sequence (O60755 1-299 limits assumed): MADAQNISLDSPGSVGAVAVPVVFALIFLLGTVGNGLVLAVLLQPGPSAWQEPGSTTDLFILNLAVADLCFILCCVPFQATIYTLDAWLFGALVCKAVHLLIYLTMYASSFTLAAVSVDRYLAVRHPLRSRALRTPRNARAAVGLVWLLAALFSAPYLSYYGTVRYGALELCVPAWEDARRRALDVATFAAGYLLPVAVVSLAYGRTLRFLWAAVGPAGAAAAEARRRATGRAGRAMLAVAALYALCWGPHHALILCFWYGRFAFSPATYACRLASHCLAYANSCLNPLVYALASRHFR
# UBC9 SUMO inh – inhibitors of in vitro SUMOylation cascade, primary screen, biochemical, HTRF, uHTS. HTRF SUMOylation assay, SAE1/SAE2 + UBC9. hit rate 0.36% among 290,000. inhibition, % at 35 µM. SUMO-conjugating enzyme UBC9 (Homo sapiens), P63279; in the data active means inhibition above about 50%, passing the limit was not always enough; further: strong numbers were not always called active
# Target sequence (P63279 whole entry, looked up): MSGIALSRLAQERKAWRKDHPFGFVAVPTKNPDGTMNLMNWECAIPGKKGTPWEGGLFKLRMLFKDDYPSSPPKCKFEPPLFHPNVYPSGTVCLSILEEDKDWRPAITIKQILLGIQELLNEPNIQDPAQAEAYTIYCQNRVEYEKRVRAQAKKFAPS
# * marks the source's active call; other numbers are inactive results; · = not tested or not shown.
SMILES,IDE inh,HCV NS3 hel inh,IDE act,CRFBP-R2 block,VIM-2 inhibitor,p-CIP stab down,IMP-1 inhibitor,GalR3 antag,UBC9 SUMO inh
Cc1nc(NCc2ccccc2)[nH]c(=O)c1CCC(C)C,0,-8,-1,-10,-2.2,-12,-3.6,-9,16
CCn1c(SCC(=O)N/N=C\c2ccccc2OCC(=O)O)nnc1-c1ccc(Cl)cc1,-3,16,6,17,-1.6,-12,-2.5,-6,10
Cc1ccc(C2CC(=O)c3cnc(NC(=O)c4ccco4)nc3C2)cc1 (centres undefined),·,-2,-2,12,-1.8,-6,-3.7,-2,-5
O=C(OCC(=O)c1ccccc1Cl)c1cnccn1,0,-18,-3,33,-0.9,-4,1.6,-2,-7
CCOc1ccc(OCC(=O)OC(C)C(=O)NC2CCCCC2C)cc1 (centres undefined),1,·,1,5,·,·,·,0,·
COCCOC(=O)c1c(C)oc2ccc(OC(=O)COc3c(F)c(F)c(F)c(F)c3F)cc12,2,10,5,0,-2.3,-3,-2.9,-3,-11
COc1ccc(CNC2CCCCC2)cc1,-2,-5,6,-15,-1.1,34,0.5,-6,8
CSc1ccc(S(=O)(=O)N2CCC(C(=O)Nc3ccc(NC(C)=O)cc3)CC2)cc1,3,5,2,-7,-3.4,-12,-2.4,5,16
COC(=O)C1CCN(C(=O)CCC2CCCCC2)CC1,11,-3,3,10,-1.1,9,-3.4,-2,2
COc1ccc(C(=O)/C=C2/c3ccccc3CC(C)(C)N2C)cc1OC,-3,7,8,0,0.8,3,0.0,-1,-6
Cc1cc(C)nc(NC(=O)NS(=O)(=O)Nc2ccc(Br)cn2)n1,-1,-3,1,2,0.0,6,-1.4,·,16
CNc1nnc(-c2ccco2)s1,0,-2,-1,-8,-1.4,-8,-1.9,-6,22
Cc1ccc(C2=NC(C)(C)NC2=O)cc1,2,2,6,1,-3.5,-23,-4.2,-2,5
Cc1cc(NC(=O)CSc2nnnn2-c2ccccc2)no1,5,2,0,-12,0.4,-5,-1.8,1,-6
COc1ccc(NC(=O)c2ccc3ccccc3c2)cc1,4,19,-6,12,-1.6,14,0.0,-7,-2
O=C(CSCc1ccc(F)cc1)NCc1cccs1,-1,4,4,-6,-1.6,3,-2.3,1,7
CCOC(=O)c1sc(Nc2nc3c(OC)cccc3s2)cc1C,-3,-3,4,-15,-1.1,-19,-3.6,2,-13
COc1cc(CN(C(=O)c2ccco2)C2CCS(=O)(=O)C2)cc(OC)c1OC (centres undefined),-4,7,8,1,-1.0,-5,0.8,0,17
O=C(NC1CCCCC1)C1CCCN(c2nnnn2-c2ccccc2)C1 (centres undefined),-2,-1,6,8,-1.0,-28,-2.7,-7,18
CCn1c(COc2ccc(Cl)c(C)c2)nnc1SCC(=O)N1CCCC1,-4,0,1,-20,-3.1,-5,-3.0,-4,1
S=C1NCCOCCOCCOCCNC(=S)N2CCOCCOCCN1CCOCCOCC2,-2,-2,-4,19,0.1,-7,-3.3,-4,6
Cc1cc(C(=O)c2ccc(C(C)(C)C)cc2)c(NC(=O)CCl)s1,0,4,4,-64,-0.7,2,-2.1,-4,-15
CCCN1CCC(NC(=O)Cc2cccc(C)c2)CC1,1,6,7,3,0.1,-15,-4.4,-5,7
Cc1ccc(-c2nnc(N3CCN(CCO)CC3)c3ccccc23)cc1,-6,-2,2,-8,-1.7,-8,-0.8,-10,14
CCOC(=O)N1CCN(C(=S)NC(=O)c2nn(C)cc2Br)CC1,-1,-3,2,8,-3.5,2,-4.3,-5,-2

# Results in p-CIP stab down, for 4 of the compounds above:
SMILES	p-CIP stab down
O=C(CSCc1ccc(F)cc1)NCc1cccs1	3
CCOC(=O)c1sc(Nc2nc3c(OC)cccc3s2)cc1C	-19
COc1cc(CN(C(=O)c2ccco2)C2CCS(=O)(=O)C2)cc(OC)c1OC (centres undefined)	-5
O=C(NC1CCCCC1)C1CCCN(c2nnnn2-c2ccccc2)C1 (centres undefined)	-28

# Exported with bars between the fields: entries from further up
mol | IDE inh | HCV NS3 hel inh | IDE act | CRFBP-R2 block | VIM-2 inhibitor | p-CIP stab down | IMP-1 inhibitor | GalR3 antag | UBC9 SUMO inh
Cc1ccc(C2=NC(C)(C)NC2=O)cc1 | 2 | 2 | 6 | 1 | -3.5 | -23 | -4.2 | -2 | 5
Cc1cc(NC(=O)CSc2nnnn2-c2ccccc2)no1 | 5 | 2 | 0 | -12 | 0.4 | -5 | -1.8 | 1 | -6
COc1ccc(NC(=O)c2ccc3ccccc3c2)cc1 | 4 | 19 | -6 | 12 | -1.6 | 14 | 0.0 | -7 | -2
O=C(CSCc1ccc(F)cc1)NCc1cccs1 | -1 | 4 | 4 | -6 | -1.6 | 3 | -2.3 | 1 | 7

# Later entries
SMILES,IDE inh,HCV NS3 hel inh,IDE act,CRFBP-R2 block,VIM-2 inhibitor,p-CIP stab down,IMP-1 inhibitor,GalR3 antag,UBC9 SUMO inh
COc1ccc(C/C(C)=N/NC(=O)c2ccc(Cl)cc2)cc1,4,-4,4,-1,-3.6,-32,-4.6,4,4
N=C1c2c(cc(=O)n3c2[nH]c2ccccc23)CN1CCN1CCOCC1,2,-26,-1,-4,-1.4,2,-1.7,2,-17
Cc1noc(NS(=O)(=O)c2ccc(NC(=O)/C=C/c3ccc(Br)cc3)cc2)c1C,·,-13,-10,20,-3.5,-12,-2.1,-3,6
O=C(NCCc1ccccc1)C1CCN(S(=O)(=O)c2ccc(-n3cnnn3)cc2)CC1,3,16,2,20,-4.5,2,-4.5,1,7
O=C(OCCc1ccccc1)c1cc(O)c(O)c(O)c1,-1,·,1,-4,·,·,·,-5,·
CC(=O)c1cccc(NC(=O)C(C)OC(=O)c2cc(=O)[nH]c3ccccc23)c1 (centres undefined),3,·,2,-3,·,·,·,0,·
Fc1c(F)c(F)c(NC2=NCCCCC2)c(F)c1F,10,1,0,-5,-3.0,-11,-5.0,3,6
Cc1nnc(SCC(=O)Nc2c(Cl)cccc2Cl)[nH]c1=O,0,-9,7,10,-5.6,0,-3.2,3,8
O=C1CC2(CCCC2)C(=O)N1c1ccc(S(=O)(=O)NCC2CC2)cc1Cl,2,5,6,8,1.8,-3,-0.5,-2,11
Cc1cccc2c(=O)oc(-c3ccccc3Cl)nc12,-5,3,3,-1,1.7,-3,1.7,-4,9
CCC(C)OC1OC(CO)C(O)C(O)C1NC(C)=O (centres undefined),2,3,4,2,-1.5,2,-3.3,-2,2
Cc1ccc(C(=O)Oc2ccccc2N2C(=O)C3CCC(C)CC3C2=O)cc1 (centres undefined),0,-1,0,-2,-1.8,-16,-2.6,1,17
Cc1ccc(C)c(N(CC(N)=O)S(C)(=O)=O)c1,3,-7,4,-16,-2.9,-12,-6.6,5,-4
CCOC(=O)NC(NC(=S)Nc1ccc(OCC)cc1)C(Cl)(Cl)Cl (centres undefined),-2,-1,-2,17,-1.7,1,-4.5,-11,2
c1ccc(-c2noc(C34CC5CC(CC(C5)C3)C4)n2)nc1,3,-4,-5,-15,-8.4,10,-7.7,-5,-14
Cc1c(C(=O)NNC(=O)c2csc(N3CCOCC3)n2)cccc1[N+](=O)[O-],-3,·,6,5,·,·,·,-8,·
CN(C)c1ccc(C(=O)/C=C/c2cccnc2)cc1,6,-7,5,4,-1.1,-6,-3.7,-10,8
Oc1c(Br)cc(Br)cc1/C=N/N1CCN(Cc2ccccc2)CC1,3,-1,1,-21,0.8,-10,-2.6,-3,6
CCCC(=O)c1c(NC(C)C)cc(C)oc1=O,-2,-8,9,-12,-4.1,-37,-1.4,-6,-5
O=C(NC1CCCCC1)C(c1cccnc1)N(C(=O)c1csnn1)c1ccc(F)cc1 (centres undefined),2,-12,5,-11,-0.5,-11,-1.3,-10,3
N#C/C(=C/c1ccncc1)c1nc2ccccc2s1,44*,10,-17,-60,-5.3,-74,-4.4,2,6
COc1ccc(S(=O)(=O)N(Cc2ccc(OC)c(OC)c2)Cc2ccco2)cc1,0,0,2,21,-3.1,-4,-3.3,-9,0
COc1ccc(-c2sc3ccccc3c2C#Cc2cncn2C)cc1,-1,·,5,-2,·,·,·,-5,·
CC1CCC/C(=N\NC(=O)COc2ccc(Cl)cc2Cl)C1 (centres undefined),2,13,-2,24,-3.4,-5,-2.4,-3,11
COc1ccc(Cl)cc1NS(=O)(=O)c1cc(Cl)ccc1OC,16,-12,4,-27,-1.2,-8,-4.0,-4,9

# Molecules from the list above that have a thiophene ring, fused or not, in the order listed:
SMILES,IDE inh,HCV NS3 hel inh,IDE act,CRFBP-R2 block,VIM-2 inhibitor,p-CIP stab down,IMP-1 inhibitor,GalR3 antag,UBC9 SUMO inh
O=C(CSCc1ccc(F)cc1)NCc1cccs1,-1,4,4,-6,-1.6,3,-2.3,1,7
CCOC(=O)c1sc(Nc2nc3c(OC)cccc3s2)cc1C,-3,-3,4,-15,-1.1,-19,-3.6,2,-13
Cc1cc(C(=O)c2ccc(C(C)(C)C)cc2)c(NC(=O)CCl)s1,0,4,4,-64,-0.7,2,-2.1,-4,-15
COc1ccc(-c2sc3ccccc3c2C#Cc2cncn2C)cc1,-1,·,5,-2,·,·,·,-5,·

# Other structures follow:
SMILES,IDE inh,HCV NS3 hel inh,IDE act,CRFBP-R2 block,VIM-2 inhibitor,p-CIP stab down,IMP-1 inhibitor,GalR3 antag,UBC9 SUMO inh
Cc1c2n(c3ccccc13)CC/C2=N\O,6,2,9,1,-3.6,-1,-1.4,-7,14
O=c1[nH]c2ccc(S(=O)(=O)Nc3ccccc3O)cc2[nH]1,1,-19,2,-14,-1.3,-18,0.7,5,-2
COc1ccc(S(=O)(=O)N2CCN(Cc3cccc(OC)c3OC)CC2)cc1,5,-5,5,6,-3.3,-4,-3.6,-2,3
CC1Cc2ccccc2N1S(=O)(=O)c1cccc(C(=O)NCc2ccncc2)c1 (centres undefined),6,·,-2,-4,·,·,·,-7,·
Cc1cc2ncn(C3CC(=O)N(C)C3=O)c2cc1C (centres undefined),0,-1,9,18,0.0,3,2.8,0,-8
CC1(C)CC(=O)c2cnc(NCC3CCCO3)nc2C1 (centres undefined),4,3,2,-5,-1.4,2,6.0*,-3,23
O=C(COC(=O)c1ccc(NS(=O)(=O)c2cccs2)cc1O)NCc1ccccc1,0,-5,7,-6,-2.0,-59,-0.8,-5,2
CCOC(=O)c1cnc2scnn2c1=O,·,-1,1,10,-3.6,-24,-4.4,-1,7
